High-throughput results from PubChem BioAssay.
Dicer processing: inhibitors of human Dicer processing of pre-microRNA | z-score at 25 µM | Q9UPY3 | hit rate 6% among 47,000 | cat-ELCCA pre-miR-21 Dicer processing, chemiluminescence; hits give high values; in the data active = z-score above about 3, passing the limit was not always enough;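 note: plate controls were vehicle for no effect and no enzyme for full effect; higher signal means more uncleaved substrate so more Dicer inhibition; strong numbers were not always called active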
* hit, by the source's call; & = joins results of further samples.

Sample of the layout:
SMILES	Dicer processing
CCOc1ccc(C2c3c(oc4ccccc4c3=O)C(=O)N2c2nncs2)cc1OC (stereo not given)	-0.25
CCCCN1C(=O)N(c2nnc(C(C)(C)C)s2)C(O)C1c1ccc(Cl)c(Cl)c1 (stereo not given)	-0.24
Clc1ccccc1OCc1nn2c(-c3ccccc3)nnc2s1	2.6
CCn1c(C)[n+](CC(O)COCC2CC=CCC2)c2ccccc21 (stereo not given)	1.8

The whole of this part, from the start:
SMILES	Dicer processing
CCOc1ccc(C2c3c(oc4ccccc4c3=O)C(=O)N2c2nncs2)cc1OC (stereo not given)	-0.25
CCCCN1C(=O)N(c2nnc(C(C)(C)C)s2)C(O)C1c1ccc(Cl)c(Cl)c1 (stereo not given)	-0.24
Clc1ccccc1OCc1nn2c(-c3ccccc3)nnc2s1	2.6
CCn1c(C)[n+](CC(O)COCC2CC=CCC2)c2ccccc21 (stereo not given)	1.8
CCOC(=O)c1sc(SCC(=O)c2ccc(Cl)cc2)nc1C	0.61
Nc1nc2c(-c3ccc(Br)cc3)nnn2c2ccccc12	0.86
CCO/C=C1/SC(=S)N(c2cc(OC)cc(C(F)(F)F)c2)C1=O	-2.2
O=C(O)CNC(=O)c1ccccc1Cl	-0.37
COc1ccc(Oc2coc3cc(OC(=O)c4ccc(OC)c(OC)c4)ccc3c2=O)cc1	-0.56
CC1CCN(c2nc(-c3ccccc3)ns2)CC1	3
N[C@@H](Cc1cnc[nH]1)C(=O)O	-0.28
O=C(O)CC1(CC(=O)Nc2ccc3c(c2)OCCCO3)CCCCC1	0.43
N#CCc1ccc(OC(=O)Nc2ccccc2)cc1	-0.05
Cc1cccc(NCN2C(=O)CCC2=O)n1	-0.35
CCOC(=O)/C(C#N)=C/c1ccc(N(C)C)cc1Cl	0.39
S=C1CC(c2ccccc2)Sc2ccccc2N1 (stereo not given)	0.9
Cc1ccccc1Nc1ncnc(N)n1	0.96
Cc1ccc(C(=O)CSc2nnc(-c3ccc4ccccc4c3)n2C)cc1	-0.36
Clc1ccc(CSC2=NCCCN2C2CCCCC2)cc1	0.36
C=CCOC(=O)Oc1ccc2c(=O)c(Oc3cc(C)cc(C)c3)coc2c1	3*
CC1(C)c2cc(Cl)ccc2-n2c1cc(O)c(-c1ccccc1)c2=O	1.2
CC(C)(O)C#Cc1ccc(/C=N/Nc2ccc(I)cc2)cc1	-0.48
CC(C)c1ccc(C(=O)CC2(O)C(=O)Nc3ccc(Cl)cc32)cc1 (stereo not given)	6.9
CC1=C(C(=O)OCC(C)C)C(c2ccc(O)cc2)C2=C(CC(c3cccs3)CC2=O)N1 (stereo not given)	1.6
CCCCN1Cc2c(n(CC(=O)c3ccc(F)cc3)c3cc(-c4ccccc4)nn3c2=O)C1=O	-1.5
Cc1ccc(C(=O)O)cc1-n1cccc1	-0.63
CCOC(=O)c1cc2c(NC(=O)c3ccc(OC)cc3)c(C(=O)OCC)sc2nc1C(F)(F)F	0.26
Cc1ccc(-n2nc(-c3ccc(N)cc3)cc2N)cc1	-3.2
CC(=O)N1CCC(C(=O)Nc2ccc(N3CCOCC3)cc2)CC1	0.31
O=C(Nc1ccc2c(c1)OCCO2)c1ccoc1	-1.5
COC(=O)Nc1ccc(S(=O)(=O)N2CCCCC2C(=O)O)cc1 (stereo not given)	0.93
CCCCCCCC(=O)Nc1nc2c(s1)CCc1cc(OC)ccc1-2	0.09
Cc1[nH]c2ccccc2c1SCC(=O)NN	-0.4
CCCCCCCc1ccc(C(=O)NC(=S)Nc2cc(C)on2)cc1	-1.4
COc1ccc(OC)c(C2SCCN2S(=O)(=O)c2ccc3ccccc3c2)c1 (stereo not given)	5.5
CCCc1nn(C(=O)c2ccc(Cl)cc2)cc1C(=O)OCC	0.6
O=C(COc1cc(C(F)(F)F)nc2ccccc12)Nc1ccc2c(c1)OCO2	0.55
COc1ccc(/C=C2\Cc3cc(OC)c(OC)c(OC)c3C2=O)c(OC)c1OC	3
CCCc1ccc(C(=O)CCC(=O)O)cc1	-0.86
COc1cc(NC(=S)N(N)CCO)c(OC)cc1Cl	0.81
Cc1ccc(NC(=O)N(C)CCc2ccccn2)cc1Cl	0.37
O=C(NNC(=S)NCC1CC1)C1CC1	3.4*
CC(C)(C)CC(C)(C)NC(=O)c1cccnc1Oc1ccccc1	-0.45
CSc1sc(-c2nc(C)cs2)c(C)c1-c1ccnc(=S)[nH]1	-0.95
c1ccc(Cc2nc3c4c5c(sc4ncn3n2)CCCCC5)cc1	1
Cc1cc(C)c(CSC2=NCCCN2C2CCCCC2)c(C)c1	-0.56
CSc1c(C#N)c(N)nc2sc(C(=O)c3ccc(OC(F)F)cc3)c(N)c12	-3.4
C/C(=N\NC1=NCCN1Cc1ccccc1)c1ccc(C)cc1	0.19
Cc1ccc(-c2nnc3c4c5c(sc4ncn23)CCCC5)cc1	0.37
Nc1ncc(-c2nnnn2-c2ccccc2)c(-c2cccc(Cl)c2)n1	0.6
More entries:
SMILES	Dicer processing
NCc1ccccc1CC(=O)N[C@@H]1C(=O)N2C(C(=O)O)=C(CSc3nnnn3CC(=O)O)CS[C@H]12	-0.31
Cc1cc(C(=O)NC2CCN(Cc3c(F)cccc3Cl)CC2)nn1-c1ccccc1	1.2
CN(C)S(=O)(=O)c1ccc(C(=O)OCCN=C2NS(=O)(=O)c3ccccc32)cc1	1.2
CCOC(=O)Oc1ccc2c(=O)c(-c3ccccc3OC)c(C(F)(F)F)oc2c1	0.22
COc1ccc(S(=O)(=O)N2CCN(C3CCC(C)CC3)CC2)cc1 (stereo not given)	0.9
Cc1nc(N2CCN(c3ccccn3)CC2)nc2c1C(=O)CCC2	-2
Cc1cc(-c2ccccc2)nc2oc3c(c12)NC(=O)CN(c1ccc(F)cc1)C3=O	0.57
Nc1nc(-c2csc3ccccc23)cs1	3.3*
CCCc1nc(-c2ccc(-c3ccc(OC)cc3)nc2OC)no1	0.52
O=c1oc(-c2cccc(C(F)(F)F)c2)nn1-c1ccc(C(F)(F)F)cn1	1.2
C=CCC(C)(NC1CCCCC1)c1ccccc1 (stereo not given)	-0.58
COC(=O)c1cc2c(s1)-c1ccc(OC)cc1CC2	0.26
CC(C)(C)OC(=O)N1CSC[C@H]1C(=O)O	-0.53
Cc1ccc(C(=O)C2C(=O)c3ccccc3C2=O)cc1	0.21
CC(=O)OCC#CCSc1nc2ccccc2o1	-0.9
O=C(Oc1ccccc1)c1cccnc1Oc1ccccc1	-0.18
COC(=O)c1csc2c(C(F)(F)F)cc(N3CCN(C(=O)c4cccs4)CC3)nc12	0.81
CCOC(=O)c1nnc2cc(-c3cccs3)sc2n1	-0.75
CC1(C)OC(=O)NC1=O	30
CC(=O)Oc1ccc2c(=O)c(-c3csc(C)n3)coc2c1	0.2
O=c1[nH]cnc2c1ncn2COCCO	-0.53
CN(C)c1ccc(NC2CC(=O)N(c3cccc4ccccc34)C2=O)cc1 (stereo not given)	2.2
CCCCc1c(C)nc2c(OC)cccc2c1SCCC(=O)O	3.5*
CCC1(c2ccccc2)OC(c2ccc([N+](=O)[O-])cc2)Nc2ccccc21 (stereo not given)	1.9
COC(=O)/C(C#N)=C/c1cc(C(=O)OC)n(-c2ccc(Cl)cc2)c1	-0.33
C=C1SC(Nc2ccc(C)cc2C)=NC12CCCCC2	-1.2
CC(C)(C)C(=O)Nc1sc2c(c1C(N)=O)CCC(C(C)(C)C)C2 (stereo not given)	-0.24
Cc1nc2ccccn2c1-c1ccnc(=S)[nH]1	-1.1
COc1ccc(NS(=O)(=O)c2ccc3c4c(cccc24)C(=O)N3)cc1	0.18
Cc1cc(C)c(-n2nnnc2SCC(=O)c2cccs2)c(C)c1	-0.84

Random excerpt: two records from the list.
SMILES	Dicer processing
C=C1SC(Nc2ccc(C)cc2C)=NC12CCCCC2	-1.2
O=c1[nH]cnc2c1ncn2COCCO	-0.53

Going on with the list:
SMILES	Dicer processing
COC(=O)c1c(-c2c(Cl)cccc2Cl)noc1NC(=O)O/N=C(\N)c1c(Cl)cccc1Cl	1.6
CCCCCCC[N+](CC)(CC)CCCCc1ccc(Cl)cc1	1
COc1ccc(O)c(C2=NN3C(C2)c2cccc(OC)c2OC3c2ccc(OC)c(O)c2)c1 (stereo not given)	0.58
Cc1ccc(S(=O)(=O)CCN(Cc2cccnc2)C(=O)c2ccccc2)cc1	0.21
Cc1c(C(=O)O)sc(=S)n1-c1ccccc1	-0.11
CCOc1ccc(C2N=C(N)Nc3nc4ccccc4n32)cc1OC (stereo not given)	2.9
COc1ccc(OC)c(NC(=O)CSc2ncnc3nc[nH]c23)c1	-1.6
Cc1cc(F)ccc1S(=O)(=O)N(C(=O)c1ccncc1)c1ccc2oc(=O)sc2c1	6.5*
N#Cc1cc2c(nc1SCC(N)=O)CCCC2	0.31
Fc1ccc2c(c1)-c1nc(C3CC3)ncc1CO2	0.74

Taken from above.
Dicer processing with Nc1nc2c(-c3ccc(Br)cc3)nnn2c2ccccc12 = 0.86
Dicer processing with CC1(C)OC(=O)NC1=O = 30
Dicer processing with O=c1[nH]cnc2c1ncn2COCCO = -0.53
Dicer processing with CC(C)(C)OC(=O)N1CSC[C@H]1C(=O)O = -0.53

Continuation.
SMILES	Dicer processing
Cc1onc(-c2ccccc2)c1C(=O)Nc1ccccc1Oc1ccc(Cl)cc1Cl	-0.51
Cc1ccc(Cc2cn3cc(-c4ccccc4)nc3s2)cc1	-0.16
N/C(CS(=O)(=O)Cc1ccco1)=N\OC(=O)c1ccc(Cl)cc1	4.8*
Cc1ccc(S(=O)(=O)Nc2ccc([N+](=O)[O-])cc2NS(=O)(=O)c2ccc(C)cc2)cc1	0.94
CCOC(=O)NN(C(=O)OCC)C1=CC(c2ccccc2)Oc2ccccc21 (stereo not given)	0.33
CCn1c[n+](CC(O)COc2ccccc2)c2cc(C)c(C)cc21 (stereo not given)	-1.6
Cn1c(/C=C/c2ccc3c(c2)OCO3)nc2ccccc2c1=O	6.2*
O/N=C/c1c(-c2ccccc2)nc2n1CCS2	-3.3
CC(=O)Oc1ccc(Cl)cc1C(=O)O	-0.14
CN1CCc2c(sc3c2C(=O)NC(c2ccc(-c4cccc(Cl)c4)o2)N3)C1 (stereo not given)	-1.6
COC(=O)c1ccc(S(=O)(=O)N(C)C)n1C	-1.5
Cc1sc2nc(SCC(=O)N3CCN(CCO)CC3)[nH]c(=O)c2c1C	-1.3
Oc1ccccc1/C=N/C(/N=C/c1ccccc1O)c1ccccc1O	0.33
COc1ccc2nc3c(cc2c1)c(=O)n(C)c(=O)n3C	-0.89
FC(F)(F)COc1cc(-c2n[nH]c(=S)n2Cc2ccco2)cc(OCC(F)(F)F)n1	0.75
Cc1cc(NC(=O)CSc2n[nH]c(=O)n2-c2ccc3c(c2)OCCO3)n(-c2ccccc2)n1	-0.25
c1ccc(C2Oc3ccccc3C3CC(c4cccnc4)=NN32)cc1 (stereo not given)	0.1
COc1ccc(-n2cc3c(=O)n(C)c(=O)n(C)c3c2)cc1	0.37
Cc1noc(-c2ccc(C(F)(F)F)cc2)c1C(=O)NNC(=O)c1ccc(Cl)cc1	0.13
CCn1c(=S)[nH]c2ccccc2c1=O	-0.82&1.1
N/C(=N\NC(=O)c1cccnc1)c1cccnc1	-1.2
COC(=O)c1[nH]nc2c1C(=O)N(C1CCCCC1)C2=O	-0.68
COCCOc1ccc(NC(=O)c2cc(OC)c(OC)c(OC)c2)cc1	1.5
COc1ccc(OC)c(S(=O)(=O)N2CCC(C)CC2)c1	0.36
COc1ccc(O)c(C2=NN3C(C2)c2cccc(OC)c2OC3c2ccc(O)c(OC)c2)c1 (stereo not given)	0.94
CCNS(=O)(=O)c1ccc(Cl)cc1I	-0.75
CC(Sc1nnc(-c2cccnc2)o1)C(=O)c1ccccc1 (stereo not given)	0.93
CCCCCOc1ccc(NC2=CC(=O)CCC2)cc1	0.16
O=c1nccc(NCc2ccco2)[nH]1	0.39
N#CCSc1n[nH]c(=O)n1-c1ccc(Cl)cc1	-2.3
Cc1c(CCCN)c2ccccc2n1Cc1ccccc1	2.2
COc1ccc(/C(O)=C2\C(=O)C(=O)N(CCCN3CCOCC3)C2c2ccc(C(C)(C)C)cc2)cc1 (stereo not given)	0.33
COC(=O)C1=C(C)NC2=C(C(=O)CC(C)(C)C2)C1c1cc(Cl)c(O)c(OC)c1 (stereo not given)	3.1
COc1ccc(C2=NCCc3sccc32)cc1	0.24
CC1(C)CC(=O)C2=C(C1)NC1=C(C(=O)c3ccccc31)C2c1cccs1 (stereo not given)	-1.4
N/C(=N\NC(=O)c1cccs1)c1ccc(C(F)(F)F)cn1	-1.4
Cc1ccc(S(=O)(=O)N2CCn3c2nc2ccccc23)cc1	0.44
Cc1c(Cl)cccc1S(=O)(=O)Nc1ccnn1C	-0.99
OCCNCC(O)Cn1c2ccccc2c2ccccc21 (stereo not given)	4.5*
Cc1ccc(C2CC(C(F)(F)F)n3ncc(C(=O)N4CCCCC4)c3N2)cc1 (stereo not given)	3*
Cc1c(N=Cc2ccc(-c3ccc([N+](=O)[O-])cc3)o2)c(=O)n(-c2ccccc2)n1C	-3.6
CC(=O)C1C(=O)c2c(Cl)c(Cl)c(Cl)c(Cl)c2C1=O	5.1*
CCN(CC)S(=O)(=O)c1ccc(N2C(=O)CC3(CCCC3)C2=O)c(Cl)c1	-0.74
O=c1[nH]cnc2c1nnn2Cc1ccc(Cl)cc1	-1.2
COc1ccc(-c2noc(CSc3nc4ccc(C)cc4[nH]3)n2)cc1	-0.74
CCOC(=O)c1c(NC(=S)Nc2ccccc2)sc2c1C(C(=O)OCC)CC2 (stereo not given)	2.8
O=C(Cn1cnc([N+](=O)[O-])n1)Nc1ccc(Cl)cc1	4.3*
O=C(Nc1csc(C(F)(F)F)c1-c1ccccc1)C(Cl)Cl	1.1
Cc1noc(/C=C/c2ccc(OCc3ccsc3C#N)cc2)c1[N+](=O)[O-]	-3.1
Cc1c(NC(=O)Nc2ccccc2Cl)sc(=S)n1C	0.46

As a working copy, some entries already given.
SMILES	Dicer processing
Cc1c(N=Cc2ccc(-c3ccc([N+](=O)[O-])cc3)o2)c(=O)n(-c2ccccc2)n1C	-3.6
CC(=O)C1C(=O)c2c(Cl)c(Cl)c(Cl)c(Cl)c2C1=O	5.1*
CCN(CC)S(=O)(=O)c1ccc(N2C(=O)CC3(CCCC3)C2=O)c(Cl)c1	-0.74
O=c1[nH]cnc2c1nnn2Cc1ccc(Cl)cc1	-1.2

Some of the compounds tested (hit frequency here may not be typical).
